# TcdB inh: blocks C. difficile toxin B glycohydrolase activity; actives 0.24% (n = 350,000); TcdB glycohydrolase enzymatic assay, plate reader; P18177; inhibition, % at 9.99 µM; in the data active = inhibition above about 10%
# Target sequence (P18177 whole entry, looked up): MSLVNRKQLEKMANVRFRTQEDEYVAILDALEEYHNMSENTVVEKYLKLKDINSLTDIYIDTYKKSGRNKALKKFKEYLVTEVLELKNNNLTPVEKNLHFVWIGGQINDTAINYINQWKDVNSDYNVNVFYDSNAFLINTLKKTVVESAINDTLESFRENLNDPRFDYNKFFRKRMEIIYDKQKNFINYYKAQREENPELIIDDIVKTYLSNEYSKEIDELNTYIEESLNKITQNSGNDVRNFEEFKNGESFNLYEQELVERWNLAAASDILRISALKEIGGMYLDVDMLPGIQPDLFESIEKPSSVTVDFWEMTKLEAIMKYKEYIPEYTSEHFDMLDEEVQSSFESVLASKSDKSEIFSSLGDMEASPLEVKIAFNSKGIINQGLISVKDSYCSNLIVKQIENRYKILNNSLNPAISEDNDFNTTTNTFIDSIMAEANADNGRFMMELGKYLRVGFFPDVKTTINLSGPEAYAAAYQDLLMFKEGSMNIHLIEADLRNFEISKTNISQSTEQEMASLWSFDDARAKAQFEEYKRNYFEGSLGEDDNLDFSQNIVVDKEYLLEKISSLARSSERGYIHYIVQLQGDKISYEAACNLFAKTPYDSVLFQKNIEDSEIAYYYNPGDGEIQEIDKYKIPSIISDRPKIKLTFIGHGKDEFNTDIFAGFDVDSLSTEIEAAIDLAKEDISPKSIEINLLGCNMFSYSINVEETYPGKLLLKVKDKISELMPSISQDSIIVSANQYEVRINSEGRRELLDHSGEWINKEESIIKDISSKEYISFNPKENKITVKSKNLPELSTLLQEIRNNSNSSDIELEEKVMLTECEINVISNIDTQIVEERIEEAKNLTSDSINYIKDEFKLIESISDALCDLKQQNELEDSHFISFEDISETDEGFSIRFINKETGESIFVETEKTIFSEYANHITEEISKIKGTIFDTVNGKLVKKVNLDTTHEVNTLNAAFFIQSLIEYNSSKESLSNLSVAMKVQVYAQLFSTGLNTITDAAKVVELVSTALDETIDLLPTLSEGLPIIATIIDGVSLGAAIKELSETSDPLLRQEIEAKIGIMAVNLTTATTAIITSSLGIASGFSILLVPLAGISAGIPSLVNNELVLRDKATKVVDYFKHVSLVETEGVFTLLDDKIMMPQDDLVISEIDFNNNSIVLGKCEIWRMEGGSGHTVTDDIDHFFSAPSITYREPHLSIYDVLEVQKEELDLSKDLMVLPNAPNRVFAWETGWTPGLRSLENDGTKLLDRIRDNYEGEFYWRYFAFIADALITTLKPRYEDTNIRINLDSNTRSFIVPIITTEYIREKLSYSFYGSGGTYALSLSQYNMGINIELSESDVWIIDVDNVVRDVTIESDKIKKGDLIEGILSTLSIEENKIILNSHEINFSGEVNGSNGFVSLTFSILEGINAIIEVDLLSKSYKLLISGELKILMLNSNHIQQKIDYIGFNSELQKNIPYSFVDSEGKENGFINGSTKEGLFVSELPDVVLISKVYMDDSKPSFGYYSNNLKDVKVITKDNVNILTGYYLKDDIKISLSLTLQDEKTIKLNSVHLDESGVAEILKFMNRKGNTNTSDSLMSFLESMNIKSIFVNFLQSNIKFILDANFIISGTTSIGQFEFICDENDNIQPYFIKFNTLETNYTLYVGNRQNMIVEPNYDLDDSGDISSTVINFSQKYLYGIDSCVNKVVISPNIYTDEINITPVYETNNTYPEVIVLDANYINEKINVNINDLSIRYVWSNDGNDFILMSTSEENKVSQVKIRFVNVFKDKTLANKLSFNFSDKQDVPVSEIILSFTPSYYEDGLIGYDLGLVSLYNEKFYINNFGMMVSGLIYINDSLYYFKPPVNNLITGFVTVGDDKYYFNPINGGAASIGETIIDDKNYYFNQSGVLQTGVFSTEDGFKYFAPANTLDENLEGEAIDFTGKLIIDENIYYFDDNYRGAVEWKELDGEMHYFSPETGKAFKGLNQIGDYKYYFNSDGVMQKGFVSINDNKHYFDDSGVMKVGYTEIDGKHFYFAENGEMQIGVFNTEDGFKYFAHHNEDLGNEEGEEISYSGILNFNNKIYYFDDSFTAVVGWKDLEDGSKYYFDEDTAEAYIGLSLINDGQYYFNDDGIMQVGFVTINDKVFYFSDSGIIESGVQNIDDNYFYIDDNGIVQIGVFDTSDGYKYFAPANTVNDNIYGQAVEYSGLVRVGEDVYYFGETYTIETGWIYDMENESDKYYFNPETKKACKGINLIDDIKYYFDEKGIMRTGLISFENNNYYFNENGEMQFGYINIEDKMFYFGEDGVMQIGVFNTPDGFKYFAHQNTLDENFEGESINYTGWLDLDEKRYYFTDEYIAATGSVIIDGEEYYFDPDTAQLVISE
# Starred values were filed as active, the others as inactive. A portion of the library (hit frequency here may not be typical).
# Start of the listing, in advance, four compounds:
structure | TcdB inh
CN1CCN(C(=O)C[C@@H]2CC[C@@H]3[C@H](COC[C@H](O)CN3C(=O)C3CCCC3)O2)CC1 | -0.9
C[C@@H]1CCCCO[C@@H](CN(C)CC2CCCCC2)[C@H](C)CN([C@@H](C)CO)C(=O)c2cc(NS(=O)(=O)c3ccccc3)ccc2O1 | -0.6
Cc1ccc(S(=O)(=O)Nc2ccc3c(c2)CC(=O)N([C@@H](C)CO)C[C@@H](C)[C@H](CN(C)C(=O)NC2CCCCC2)O3)cc1 | 0.1
CO[C@H]1CN(C)C(=O)c2ccc(NC(C)=O)cc2OC[C@H](C)N(C(=O)Cc2ccccn2)C[C@H]1C | -0.3

# The listing (from the top)
structure | TcdB inh
CN1CCN(C(=O)C[C@@H]2CC[C@@H]3[C@H](COC[C@H](O)CN3C(=O)C3CCCC3)O2)CC1 | -0.9
C[C@@H]1CCCCO[C@@H](CN(C)CC2CCCCC2)[C@H](C)CN([C@@H](C)CO)C(=O)c2cc(NS(=O)(=O)c3ccccc3)ccc2O1 | -0.6
Cc1ccc(S(=O)(=O)Nc2ccc3c(c2)CC(=O)N([C@@H](C)CO)C[C@@H](C)[C@H](CN(C)C(=O)NC2CCCCC2)O3)cc1 | 0.1
CO[C@H]1CN(C)C(=O)c2ccc(NC(C)=O)cc2OC[C@H](C)N(C(=O)Cc2ccccn2)C[C@H]1C | -0.3
C[C@@H]1CN([C@H](C)CO)C(=O)c2cc(/C=C/c3ccccc3)cnc2O[C@H]1CN(C)C(=O)C1CCOCC1 | 0.2
COc1ccc(C#Cc2ccc([C@H]3[C@H](CO)N4C(=O)CN(C(=O)NC(C)C)C[C@@H]34)cc2)cc1 | 0.6
C[C@@H]1CN([C@H](C)CO)C(=O)CCCn2cc(nn2)CO[C@@H]1CN(C)Cc1ccc(C(=O)Nc2ccccc2N)cc1 | -4.1
O=C(c1ccc2c(c1)OCO2)N1C[C@H]2[C@@H](c3ccccc31)[C@@H](CO)N2Cc1ccccc1Cl | 0.0
C[C@H](CO)N1C[C@H](C)[C@H](CN(C)C(=O)c2ccncc2)OCc2ccccc2-c2ccccc2C1=O | -0.9
C[C@@H]1CN([C@@H](C)CO)C(=O)c2c(c3ccccc3n2C)-c2ccccc2CO[C@H]1CN(C)C(=O)Nc1ccccc1C(F)(F)F | -0.2
C[C@H](CO)N1C[C@H](C)[C@H](CN(C)C(=O)NC2CCCC2)Oc2ncc(-c3cc4ccccc4o3)cc2C1=O | 0.7
COCCNC(=O)C[C@H]1C[C@H]2c3cc(NC(=O)Cc4ccncc4)ccc3O[C@H]2[C@H](CO)O1 | -0.6
Cc1ccc(S(=O)(=O)Nc2ccc3c(c2)C(=O)N([C@@H](C)CO)C[C@H](C)[C@@H](CN(C)C(=O)Cc2ccccc2)OCCCC[C@@H](C)O3)cc1 | 0.6
CN1[C@@H]2c3ccc(-c4ccncc4)c(=O)n3C[C@@H]2[C@@H](CO)[C@@H]1C(=O)NC1Cc2ccccc2C1 | -0.1
C[C@H](CO)N1C[C@H](C)[C@H](CN(C)Cc2ccc(Oc3ccccc3)cc2)Oc2ccc(NC(=O)Cc3ccccc3)cc2C1=O | -0.2
COC(=O)[C@H]1[C@H](CO)[C@H]2Cn3c(cccc3=O)[C@@H]1N2C(=O)C1CCCC1 | -17
C[C@@H]1CN([C@H](C)CO)C(=O)c2cc(NC(=O)C3CCCCC3)ccc2O[C@H]1CN(C)S(=O)(=O)c1ccccc1 | -0.4
O=C(C[C@H]1C[C@@H]2c3cc(NC(=O)c4ccc5c(c4)OCO5)ccc3O[C@@H]2[C@H](CO)O1)NCCN1CCCCC1 | 1.2
CC(C)NC(=O)N[C@H]1CC[C@H](CCNS(=O)(=O)c2ccc(Cl)cc2)O[C@@H]1CO | -4.8
O=C(C[C@H]1CC[C@H]2[C@@H](COC[C@H](O)CN2C(=O)Nc2ccc(Cl)c(Cl)c2)O1)NCc1ccc(Cl)cc1 | 1.3
COc1ccc(NC(=O)Nc2cccc3c2O[C@H](CN(C)C(=O)Nc2ccc(OC)cc2)[C@H](C)CN([C@@H](C)CO)C3=O)cc1 | 1.2
Cc1ccccc1-c1ccc([C@@H]2[C@@H](CO)N3C(=O)CN(S(C)(=O)=O)C[C@@H]23)cc1 | 0.8
CCCNC(=O)N1[C@H](CO)[C@H](c2ccccc2)[C@H]1CNC(=O)C1CC1 | 0.9
C[C@@H]1CN([C@@H](C)CO)C(=O)Cc2cc(NC(=O)Cc3cn(C)c4ccccc34)ccc2O[C@@H]1CN(C)Cc1ccncc1 | 0.8
COc1cccc(NC(=O)N[C@@H]2CC[C@H](CC(=O)NCc3ccncn3)O[C@H]2CO)c1 | 0.9
COCCCNC(=O)[C@@]1(CCS(=O)(=O)c2ccccc2)COC(c2ccc(OCCCO)cc2)=N1 | 0.3
C[C@@H]1CN([C@@H](C)CO)C(=O)Cc2cc(NS(=O)(=O)c3cn(C)cn3)ccc2O[C@@H]1CN(C)S(=O)(=O)c1ccccc1 | -0.9
O=C(c1cccc(F)c1)N1CC(=O)N2[C@@H](CO)[C@H](c3ccc(C4=CCCCC4)cc3)[C@@H]2C1 | 0.2
O=C(C[C@@H]1C=C[C@H](NC(=O)C2CCOCC2)[C@@H](CO)O1)NCC1CCCCC1 | -0.4
CC(C)CC#Cc1ccc2c(c1)O[C@H](CN(C)C(=O)c1ccncc1)[C@H](C)CN([C@H](C)CO)S2(=O)=O | 1.0
O=C1CN(Cc2ccc(F)cc2)C[C@H]2[C@@H](c3ccc(-c4ccccc4F)cc3)[C@H](CO)N12 | 1.4
Cc1ccc(-c2ccc3c(c2)O[C@@H](CN(C)Cc2cccc(C(=O)O)c2)[C@@H](C)CN([C@H](C)CO)S3(=O)=O)cc1 | 0.0
C[C@H]1CN([C@@H](C)CO)C(=O)c2cc(NC(=O)C3CC3)ccc2O[C@@H]1CN(C)Cc1ccc(-c2ccccc2)cc1 | 0.5
C[C@H](CO)N1C[C@H](C)[C@@H](CN(C)C(=O)c2ccccc2)OCCCC[C@H](C)Oc2ccc(NC(=O)NC3CCCCC3)cc2C1=O | -1.2
C[C@@H]1CCCCO[C@@H](CN(C)C)[C@H](C)CN([C@H](C)CO)C(=O)c2cc(NC(=O)Nc3cccc4ccccc34)ccc2O1 | 1.5
CCN1[C@@H]2c3ccc(-c4ccccc4F)c(=O)n3C[C@H]1[C@H](CO)[C@H]2C(=O)NCc1ccc(F)cc1 | 0.8
O=C1CN(S(=O)(=O)Cc2ccccc2)C[C@H]2[C@@H](c3ccc(C#Cc4cccnc4)cc3)[C@H](CO)N12 | 0.5
C[C@H]1CN([C@@H](C)CO)C(=O)Cc2cc(NC(=O)Nc3ccc(C(F)(F)F)cc3)ccc2O[C@@H]1CN(C)S(C)(=O)=O | 2.5
C[C@@H]1CN([C@H](C)CO)C(=O)c2cccc(NS(=O)(=O)c3ccc(Cl)cc3)c2O[C@@H]1CN(C)C(=O)Nc1ccc(C(F)(F)F)cc1 | 0.0
O=C1CNC[C@@H]2[C@H](c3ccc(C#CC4CCCCC4)cc3)[C@@H](CO)N12 | 1.0
CN1C(=O)c2cc(NS(=O)(=O)c3cccc(F)c3)ccc2OC[C@@H]2O[C@@H](CC(=O)O)CC[C@@H]21 | -1.1
C[C@H]1CN([C@@H](C)CO)C(=O)Cc2cc(NS(=O)(=O)c3cccs3)ccc2O[C@H]1CN(C)Cc1ccc(C(F)(F)F)cc1 | -0.8
C[C@H](CO)N1C[C@H](C)[C@@H](CN(C)S(=O)(=O)c2ccc(F)cc2)Oc2ccc(NC(=O)CCCCCC(=O)Nc3ccccc3N)cc2CC1=O | -0.9
C[C@@H]1CN([C@H](C)CO)C(=O)c2cccc(NS(=O)(=O)c3ccc(Cl)cc3)c2O[C@@H]1CN(C)Cc1ccc(C(=O)O)cc1 | -0.7
COc1ccc([Si](C)(C)[C@@H]2[C@@H](CCn3cc(CCO)nn3)O[C@]3(C(=O)N(c4ccccc4)c4ccccc43)[C@H]2C)cc1 | -0.8
CN1CCN(C(=O)C[C@H]2CC[C@@H](NC(=O)c3ccc4c(c3)OCO4)[C@@H](CO)O2)CC1 | -1.1
O=C(C[C@@H]1C[C@H]2c3cc(NC(=O)c4cccnc4)ccc3O[C@H]2[C@H](CO)O1)NC1CCCC1 | -0.4
C[C@@H]1CN([C@@H](C)CO)C(=O)c2cc(NC(=O)CCCCCC(=O)Nc3ccccc3N)ccc2O[C@H]1CN(C)C(=O)Nc1ccc2c(c1)OCO2 | -15
[N-]=[N+]=NCc1ccccc1C[C@]1(C(=O)N2CCCCC2)COC(c2ccc(OCCCO)cc2)=N1 | -1.8
C[C@@H]1CN([C@H](C)CO)C(=O)c2cc(NC(=O)Nc3cccc4ccccc34)ccc2O[C@@H](C)CCCCO[C@@H]1CN(C)CC1CCCCC1 | 0.9

# (further entries)
structure | TcdB inh
CC(C)CC#Cc1cnc2c(c1)C(=O)N([C@@H](C)CO)C[C@H](C)[C@H](CN(C)C(=O)Nc1cc(F)ccc1F)O2 | 0.8
C[C@H]1CN([C@@H](C)CO)C(=O)Cc2cc(NC(=O)Cn3cnnn3)ccc2O[C@H]1CN(C)Cc1ccc(-c2ccccc2)cc1 | 1.6
CN1CCCCN2[C@H](C1)[C@H](c1ccc(-c3cccnc3)cc1)[C@@H]2CO | -0.2
CN1c2ccc(Br)cc2[C@@H]2[C@@H](CCN2C(=O)Nc2ccc(F)cc2)[C@H]1CO | 0.9
CN1c2ccc(Br)cc2[C@@H]2[C@@H](CCN2C(=O)C2CCOCC2)[C@H]1CO | 0.2
COc1ccc2c3c(n(C)c2c1)[C@H](CO)N(Cc1ccccc1)CC31CCN(S(=O)(=O)c2ccc(C)cc2)CC1 | -0.3
Cc1noc(C)c1S(=O)(=O)N(C)C[C@@H]1OCCCC[C@@H](C)Oc2ccc(NC(=O)NC(C)C)cc2C(=O)N([C@@H](C)CO)C[C@H]1C | 0.7
O=C(N[C@H]1CC[C@@H](CC(=O)N2CCCCC2)O[C@H]1CO)c1ccccn1 | -0.1
O=C(Nc1ccccc1)N1CCCCN2[C@@H](CO)[C@H](c3ccc(-c4ccccc4)cc3)[C@@H]2C1 | 0.2
C[C@H]1CN([C@@H](C)CO)S(=O)(=O)c2ccc(-c3ccncc3)cc2O[C@H]1CN(C)Cc1ccccn1 | 0.6
C[C@H](CO)N1C[C@H](C)[C@@H](CN(C)Cc2ccccc2)OCCCC[C@H](C)Oc2ccc(NS(=O)(=O)c3cn(C)cn3)cc2C1=O | -13
CCCNC(=O)N(C)C[C@@H]1Oc2ncc(C#C[C@@H](C)O)cc2C(=O)N([C@H](C)CO)C[C@H]1C | 0.2
CCCC(=O)Nc1ccc2c(c1)C(=O)N(C)[C@@H]1CC[C@H](CC(=O)Nc3cn(C)nc3C)O[C@H]1CO2 | -0.1
COCC(=O)Nc1ccc2c(c1)C(=O)N(C)C[C@H](OC)[C@H](C)CN(CC1CCCCC1)[C@H](C)CO2 | -0.4
O=C(N[C@@H]1CC[C@@H](CCNS(=O)(=O)c2ccccc2Cl)O[C@@H]1CO)c1ccc(F)cc1 | 0.2
C[C@@H]1CN([C@@H](C)CO)C(=O)c2c(c3ccccc3n2C)-c2ccccc2CO[C@@H]1CN(C)CC1CCCCC1 | 0.4
C[C@@H]1CN([C@H](C)CO)C(=O)c2cc(-c3cccnc3)cnc2O[C@H]1CN(C)C(=O)c1ccccc1F | -0.2
N#C[C@H]1[C@H](c2ccc(C#Cc3cccc(F)c3)cc2)[C@@H](CO)N1C(=O)C1CCOCC1 | -0.4
CCC(=O)N1CC2(C1)[C@H](c1ccc(-c3ccc(F)cc3)cc1)[C@H](CO)N2C(C)=O | 0.8
O=C(C1CC1)N1CC2(C1)[C@@H](c1ccccc1)[C@@H](CO)N2S(=O)(=O)c1ccccc1 | 0.2
COc1ccccc1-c1cnc2c(c1)C(=O)N([C@@H](C)CO)C[C@H](C)[C@H](CN(C)C(=O)c1ccncc1)O2 | 0.7
C[C@H]1CN([C@@H](C)CO)C(=O)c2cccc(NC(=O)C3CCOCC3)c2O[C@@H]1CN(C)Cc1ccc(Cl)c(Cl)c1 | 1.4
CO[C@@H]1CN(C)C(=O)c2cc(NC(=O)C3CCCCC3)ccc2OC[C@H](C)N(C)C[C@@H]1C | 0.8
O=C(C[C@@H]1C[C@@H]2c3cc(NC(=O)C4CCOCC4)ccc3O[C@@H]2[C@@H](CO)O1)NCc1ccccn1 | -2.7
O=C(C[C@H]1C[C@@H]2c3cc(NS(=O)(=O)c4ccc(F)cc4)ccc3O[C@@H]2[C@@H](CO)O1)NC1CCCC1 | -0.4
CCS(=O)(=O)N1CCC2(CC1)CN(Cc1cccnc1)[C@@H](CO)c1c2c2ccc(OC)cc2n1C | -0.3
COCC(=O)Nc1ccc2c(c1)C(=O)N(C)C[C@@H](OC)[C@H](C)CN(C(=O)c1ccccn1)[C@@H](C)CO2 | 0.1
C/C=C/c1ccc2c(c1)O[C@@H](CN(C)S(=O)(=O)c1ccc(C)cc1)[C@@H](C)CN([C@@H](C)CO)S2(=O)=O | -1.6
COc1ccc2c3c([nH]c2c1)[C@@H](CO)N(Cc1nccs1)CC31CCN(Cc2ccncc2)CC1 | 4.0
Cc1ccc(S(=O)(=O)N2CC[C@H]3[C@@H](CO)N(C)c4ccc(-c5ccccc5F)cc4[C@H]32)cc1 | 0.8
Cc1noc(C)c1S(=O)(=O)N(C)C[C@H]1Oc2ccc(NC(=O)Nc3ccc(F)cc3)cc2CC(=O)N([C@@H](C)CO)C[C@H]1C | 1.4
COc1ccccc1-c1cnc2c(c1)C(=O)N([C@@H](C)CO)C[C@@H](C)[C@H](CN(C)C)O2 | 0.3

# Copied from above for reference:
structure | TcdB inh
O=C(C[C@H]1CC[C@H]2[C@@H](COC[C@H](O)CN2C(=O)Nc2ccc(Cl)c(Cl)c2)O1)NCc1ccc(Cl)cc1 | 1.3
COc1ccc(NC(=O)Nc2cccc3c2O[C@H](CN(C)C(=O)Nc2ccc(OC)cc2)[C@H](C)CN([C@@H](C)CO)C3=O)cc1 | 1.2
Cc1ccccc1-c1ccc([C@@H]2[C@@H](CO)N3C(=O)CN(S(C)(=O)=O)C[C@@H]23)cc1 | 0.8
CCCNC(=O)N1[C@H](CO)[C@H](c2ccccc2)[C@H]1CNC(=O)C1CC1 | 0.9
C[C@@H]1CN([C@@H](C)CO)C(=O)Cc2cc(NC(=O)Cc3cn(C)c4ccccc34)ccc2O[C@@H]1CN(C)Cc1ccncc1 | 0.8
